14-3-3 PPI = alters human 14-3-3 gamma binding to Raf peptide; 160,000 compounds, 0.19% hits; FP, 14-3-3gamma / TMR-pS259-Raf peptide binding; AID 422; inhibition, % at 40 µM; in the data active means inhibition above about 30%;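 further: 0% = protein plus tracer without compound and 100% = blank with tracer alone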
Target sequence (P61981 whole entry, looked up): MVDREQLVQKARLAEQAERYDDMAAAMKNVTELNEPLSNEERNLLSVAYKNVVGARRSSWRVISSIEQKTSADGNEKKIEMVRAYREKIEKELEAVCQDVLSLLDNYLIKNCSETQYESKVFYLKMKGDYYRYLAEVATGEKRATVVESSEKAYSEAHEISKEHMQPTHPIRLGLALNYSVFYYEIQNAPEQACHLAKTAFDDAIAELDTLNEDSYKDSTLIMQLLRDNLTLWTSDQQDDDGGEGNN
Active calls of the source: *; + = active, no number; & = joins results of further samples. The list is partial; count on the stated rates, not on these rows.

SMILES	14-3-3 PPI
COc1ccc(OC)c2c1sc(=NC(=O)C(C)C)n2C	1.5
CCn1c(SCC(=O)Nc2nc3c(s2)CCCC3)nc2c1c(=O)n(C)c(=O)n2C	-3.5
O=C(Nc1ccc(C(F)(F)F)cc1)c1cc(S(=O)(=O)NCc2ccccc2Cl)ccc1F	0.0
Cc1ccc(S(=O)(=O)Nc2ccc(NC(=O)c3sc4cc(C)ccc4c3Cl)cc2)cc1	-6.0
COc1ccc(Cl)cc1Nc1nc(C)nc2sc(C)cc12	2.6
Cn1c(NCCO)nc2c1c(=O)n(Cc1cccc(Cl)c1)c(=O)n2C	-8.3
CCc1cc2c(=O)c(-c3nc4ccccc4n3C)c(C)oc2c(CN2CCOCC2)c1O	-3.8
O=S(=O)(NCc1nc2ccccc2[nH]1)c1ccc(Cl)cc1	1.2
COC(=O)c1cc(NC(=O)CSc2ncnc3sc4c(c23)CCC4)cc(C(=O)OC)c1	-8.3
O=C(CCCN1C(=O)C2C3C=CC(C3)C2C1=O)N1CCN(c2ccccc2)CC1 (centres undefined)	-10.3&-3.3
COc1ccccc1NC(=O)CN1C(=O)c2ccccc2C1=O	0.8
CCCCNC(=O)Nc1c(C(=O)OCC)[nH]c2ccccc12	-4.2
CSc1ncccc1C(=O)OCC(=O)N(CC(C)C)C1CCS(=O)(=O)C1 (centres undefined)	-2.6
NCCCCCc1nnc(SCC(=O)c2ccc(Cl)cc2)o1	-7.1
COc1cc(C(=O)Nc2ccc3c(c2)OCCO3)ccc1OC(C)C	4.3
Cc1cccc2c(=O)oc(-c3ccc(F)cc3)nc12	-3.5
O=C(NS(=O)(=O)c1ccccc1)c1ccccc1O	-5.0
COc1cc(OC)c(C2C(C(=O)O)c3cc(OC)c(OC)cc3C(=O)N2C)cc1OC (centres undefined)	4.7
COc1ccc(CC(=O)N(Cc2cc3cc(OC)ccc3[nH]c2=O)C(C)C)cc1	-1.8
CC(=O)NC(N1CCCC1=O)(C(F)(F)F)C(F)(F)F	-2.9
c1ccc(-c2noc(-c3ccc4c(c3)OCO4)n2)nc1	4.3
COc1cccc(-c2nn(C)c3sc(C(=O)Nc4cccc(C#N)c4)cc23)c1	-1.8
CC(NC(=O)CSc1nc2ccccc2c(=O)n1CCCO)c1ccccc1 (centres undefined)	-3.8
CC(C)C(NC(=O)C1CCCCC1)C(=O)Nc1ccncc1 (centres undefined)	-9.3

6 neighbouring entries out of the list so far:
SMILES	14-3-3 PPI
CSc1ncccc1C(=O)OCC(=O)N(CC(C)C)C1CCS(=O)(=O)C1 (centres undefined)	-2.6
NCCCCCc1nnc(SCC(=O)c2ccc(Cl)cc2)o1	-7.1
COc1cc(C(=O)Nc2ccc3c(c2)OCCO3)ccc1OC(C)C	4.3
Cc1cccc2c(=O)oc(-c3ccc(F)cc3)nc12	-3.5
O=C(NS(=O)(=O)c1ccccc1)c1ccccc1O	-5.0
COc1cc(OC)c(C2C(C(=O)O)c3cc(OC)c(OC)cc3C(=O)N2C)cc1OC (centres undefined)	4.7

The list continues:
SMILES	14-3-3 PPI
O=C(Nc1ccccc1)c1cnc[nH]1	-8.1
CCC(C)Nc1nc(SCC(=O)OC)nc(N(C)C)n1 (centres undefined)	-5.4
Cn1c2ccccc2c2cnn(CC(=O)O)c(=O)c21	-1.2
CCc1ccccc1NC(=O)c1cc(C2CC2)on1	-9.8
COc1cc(-c2nc(-c3ccc(-c4ccccc4)nc3OC)no2)cc(OC)c1OC	-16.3
CCCOc1ccc(NC(=O)C2CC(=O)N(CC)C(=Nc3ccc4c(c3)OCO4)S2)cc1 (centres undefined)	-6.7
CCCOc1ccccc1NC(=O)CC1Nc2ccccc2NC1=O (centres undefined)	5.5
Cc1ccc(C(C)C)c(OCC(=O)Nc2ccc(O)c(-c3nc4cc(Cl)ccc4o3)c2)c1	-193.8
CCC(=O)N1CCCc2cc(S(=O)(=O)N3CCCc4ccccc43)ccc21	-4.7
O=C(Oc1ccc2c(=O)c(-c3ccccc3)coc2c1)c1ccc(F)cc1	-2.7
CCCc1nnc(NC(=O)CNc2ccc(F)cc2)s1	-1.2
Cc1ccc2c(c1)C(O)(CC(=O)c1ccc(C(C)(C)C)cc1)C(=O)N2 (centres undefined)	-14.2
CCOc1ccc(N(CC(=O)NC2CCCCC2)S(=O)(=O)c2c(C)noc2C)cc1	-5.7
Cc1nn(-c2nc(-c3ccc(F)cc3)cc(C(F)(F)F)n2)c(C)c1Cl	-4.3
O=C(NC1CC1)c1ccc(C(F)(F)F)cc1	3.6
O=C(CSC1=NCCN1)Nc1cccc(C(F)(F)F)c1	5.4
O=C(Nc1ccc(S(=O)(=O)N2CCOCC2)cc1)c1ccc(Br)o1	2.0
Cc1cc(NC(=O)CCCC(=O)N(CC(=O)NCCc2ccccc2)Cc2ccc(F)cc2)no1	-8.4
CCCNC(=O)NS(=O)(=O)c1ccc(Cl)cc1	-4.7&-1.4
COc1cccc(-c2nnn(CC(=O)NC3CCCC3)n2)c1OC	3.8
CCCn1c(SCC(=O)Nc2ccc3c(c2)OCO3)nc2c1c(=O)n(C)c(=O)n2C	4.0
COc1ccccc1CNC(=O)C1C2C=CC3(CN(Cc4ccccc4Cl)C(=O)C13)O2 (centres undefined)	-0.8
O=C(Cc1cn2ccsc2n1)Nc1nc2c(s1)CN(Cc1ccccc1)CC2	-5.4
COc1cccc(C(=O)N2CCN(S(=O)(=O)Cc3ccccc3)CC2)c1OC	2.0

Reformatted as labelled records: two of the compounds above.
O=C(NC1CC1)c1ccc(C(F)(F)F)cc1
  14-3-3 PPI: 3.6

O=C(CSC1=NCCN1)Nc1cccc(C(F)(F)F)c1
  14-3-3 PPI: 5.4

New compounds follow
SMILES	14-3-3 PPI
Cc1ccc(C2C=C(c3ccc(Cl)cc3)Nc3nnnn32)c(C)c1 (centres undefined)	-6.0
C=CCSC1=C(C#N)C(c2cccc(OC)c2)CC(=O)N1 (centres undefined)	-8.2
C=CCN1C(=O)C(CC(=O)Nc2ccc(Br)cc2)SC1=Nc1ccc(O)cc1 (centres undefined)	-42.2
CCCn1c(=NC(=O)c2ccccc2[N+](=O)[O-])c(C(=O)OCC)cc2c(=O)n3ccccc3nc21	1.9
Cc1ccc(C(=O)Nc2ccccc2C(=O)O)cc1S(=O)(=O)N1CCCCC1	1.8
COc1ccc(OC)c(Nc2cc(C)nc3nc(C)nn23)c1	-7.6
COc1ccc(N2CCN(C(=O)c3ccc4nc5cc(Cl)ccc5c(=O)n4c3)CC2)cc1	10.6
Cn1c2c(c(=O)n(C)c1=S)C(c1cc([N+](=O)[O-])ccc1N1CCOCC1)O2 (centres undefined)	-6.3
O=C1Nc2c(c(=O)[nH]c(=O)n2-c2ccccc2)C1(Nc1ncccn1)C(F)(F)F (centres undefined)	-2.6
CCOC(=O)N1CCC(NC(=O)CSc2cc(=O)n(C)c3ccc(Cl)cc23)CC1	2.0
C=CCNc1nc(-c2ccc(OC)c(OC)c2)cs1	-4.2
Cc1cc(S(=O)(=O)NCc2cccnc2)ccc1-n1cnnn1	-2.1
Cc1cc(N2CCN(C(=O)c3ccco3)CC2)nc(-c2ccccc2)n1	4.1
C=CCOC(=O)C1C(=O)CC(C)(O)C(C(=O)OCC=C)C1c1ccc(OC)cc1 (centres undefined)	1.2
O=[N+]([O-])c1cc(-n2cnnn2)ccc1Cl	-2.7
COc1ccc(N(CC(O)Cn2cnc3ccccc32)S(=O)(=O)c2ccc(C)cc2)cc1 (centres undefined)	1.6
Cc1c(Cl)cccc1Nc1ccc(C(=O)O)cc1[N+](=O)[O-]	-1.0
CCCCC1(C)NC(=S)N(c2ccc(Cl)cc2)N1 (centres undefined)	-5.6
COc1ccc(C(=O)Nc2c[nH]c(=O)[nH]c2=O)cc1OC	-2.9
O=C(c1ccncc1)N1C2C=CC(C2)C1(C(F)(F)F)C(F)(F)F (centres undefined)	-9.8
COc1ccccc1C1C(C(N)=O)=C(C)Nc2nc(-c3ccc(Cl)cc3)nn21 (centres undefined)	-1.0
Cc1onc(-c2ccccc2Cl)c1C(=O)NCc1cccnc1	-5.8
CCCCS(=O)(=O)Nc1ccc(C(=O)NCC2CCCO2)cc1 (centres undefined)	3.3
COc1cc(NC(=O)c2cn(C)c(=O)c3c2c2ccccc2n3C)cc(OC)c1OC	-0.3

Reformatted with bars between the fields: entries from further up.
canonical_smiles | 14-3-3 PPI
C=CCN1C(=O)C(CC(=O)Nc2ccc(Br)cc2)SC1=Nc1ccc(O)cc1 (centres undefined) | -42.2
O=C(Nc1ccc(S(=O)(=O)N2CCOCC2)cc1)c1ccc(Br)o1 | 2.0

Next structures.
SMILES	14-3-3 PPI
CCOC(=O)C1CCN(C(c2cccnc2)c2c(NC(=O)c3ccco3)sc(C)c2C)CC1 (centres undefined)	-6.0
Cc1cc(C)nc(/N=C(\N)Nc2cc(C(F)(F)F)ccc2Cl)n1	-1.3
Cc1cc(NCc2ccccc2)c2ccccc2n1	-45.1
Cc1cc(N(CN2CCCC2=O)C(=O)c2ccc(F)cc2)no1	4.8
COc1ccc(S(=O)(=O)Nc2ccc(S(=O)(=O)NC(=O)c3ccccc3)cc2)cc1OC	2.0
Oc1ccccc1CNc1cccc(C(F)(F)F)c1	4.6
Nc1c(C(=O)Nc2cccc(C(F)(F)F)c2)sc2nc3c(cc12)CCCCC3	0.1
C1CCN(c2nc3nonc3nc2N2CCCCC2)CC1	-3.2
CCOC(=O)NC(=O)COC(=O)Cc1cc(OC)c(OC)c(OC)c1	4.5
Cc1ccc(C2=NN(C(=O)CCC(=O)O)C(c3ccc(F)cc3)C2)cc1 (centres undefined)	-11.1
CC(=O)Nc1ccccc1C(=O)C(=O)Nc1cccc(C(=O)O)c1	5.2
CCC(=O)N1c2ccc(S(=O)(=O)Nc3cccc(OC)c3)cc2CC1C (centres undefined)	-13.2
CCCc1ccc(-c2ccc(C(=O)Oc3ccc(OCC)cc3)cc2)nc1	2.7
Cc1cccc(-n2ccnc2SCC(=O)Nc2nnc(C)s2)c1	-6.1
CCOC(=O)CC(=O)CSc1nc(C)c2cc(OCC)ccc2n1	-25.7
Cc1ccc(NC(=O)CCN2C(=O)c3cccc([N+](=O)[O-])c3C2=O)c(C)c1	7.4
CCOC(=O)c1cccc(NC(=O)c2ccncc2)c1	-10.7
COC(=O)Nc1c(-c2ccccc2)nc2ccc(C)cn12	-1.8
C=Cc1c(C)c2cc3[nH]c(cc4nc(cc5nc(cc1[nH]2)C(C)=C5CCC(=O)O)C(CCC(=O)O)=C4C)c(C)c3C=C	+
O=C(C1CC1)N1CCc2cc(Br)cc(S(=O)(=O)NC3CCCCC3)c21	-0.8
CCCCn1c(CCC(=O)O)ccc1-c1cccs1	0.6
Cc1occc1C(=O)n1cnc2ccccc21	0.0
Cc1oc(-c2cccc(Cl)c2)nc1CN1CCCC(C(=O)NC(C)c2ccc3c(c2)OCCO3)C1 (centres undefined)	-1.1
O=C(C1CCN(c2nnc(-n3cccc3)s2)CC1)N1CCN(Cc2ccc3c(c2)OCO3)CC1	-3.9
CN1C(=O)c2ccccc2C(C(=O)Nc2ccccc2C(F)(F)F)C1c1cccs1 (centres undefined)	0.4
COc1ccc(NC(=O)CCCn2c(=O)[nH]c3ccccc3c2=O)cc1	-2.2
CN(CCc1ccccn1)C(=O)c1nn2c(C(F)(F)F)cc(-c3ccco3)nc2c1Cl	-3.2
O=C(CN1CCN(C(=O)c2ccco2)CC1)Nc1c2c(nc3c1CCC3)CCCC2	2.0
O=C(NCc1ccco1)c1ccc(N2CC3CC(C2)c2cccc(=O)n2C3)c(NC(=O)c2ccncc2)c1 (centres undefined)	2.0
CCOCCCNCc1ccc(OC)c(OC)c1	-7.5
CCCCN1C(=O)C2C(C(=O)Nc3cccc(OC)c3)C3C=CC2(O3)C1C(=O)NC1CCCCC1C (centres undefined)	-2.3
O=C(CCNS(=O)(=O)c1ccc(Br)s1)N1CCN(c2ccccc2)CC1	-9.3
C=CCn1c(SC(C)C)nnc1-c1ccc2[nH]c(C)c(C)c2c1	-5.1
O=C(c1ccccc1Br)N1CCN=C1SCc1ccc([N+](=O)[O-])cc1	0.4
CC(=O)N1CCN=C1SCc1ccc(Cl)cc1	-1.3
CN(C)CCOCCP(=O)(c1ccccc1)c1ccccc1	-5.6

Rewritten with values ahead of the structure: entries from further up.
14-3-3 PPI	mol
2.0	O=C(CN1CCN(C(=O)c2ccco2)CC1)Nc1c2c(nc3c1CCC3)CCCC2
2.0	O=C(NCc1ccco1)c1ccc(N2CC3CC(C2)c2cccc(=O)n2C3)c(NC(=O)c2ccncc2)c1 (centres undefined)
-7.5	CCOCCCNCc1ccc(OC)c(OC)c1

More compounds:
SMILES	14-3-3 PPI
Cn1c(=O)c2c(nc(NCCNC(=O)c3ccco3)n2Cc2ccccc2Cl)n(C)c1=O	-4.9
NC(=O)CSc1ccc(Br)cc1	-4.2
Cn1c(SCC(=O)c2cccs2)nnc1-c1ccco1	-7.9
COc1ccccc1NC(=O)C1=C(C)Nc2ncnn2C1c1cccc(Br)c1 (centres undefined)	-2.2
Cc1ccc(-n2c(=O)c3ccccc3n(Cc3cccnc3)c2=O)cc1	-1.0
CCC(=O)N1CCc2cc(Br)cc(S(=O)(=O)N(C)C3CCCCC3)c21	-4.6
O=C(NCCC1=CCCCC1)c1cc(=O)[nH]c2ccc(S(=O)(=O)N3CCCCCC3)cc12	3.3
O=C1CSc2ccc(S(=O)(=O)N3CCCC3)cc2N1	-4.4
COc1ccc(C2C(C(=O)Nc3ccc4c(c3)OCO4)c3ccccc3C(=O)N2Cc2ccc(F)cc2)cc1 (centres undefined)	-2.9
Cc1cc2c(c(=O)n1Cc1ccco1)C(c1cccnc1)C(C#N)=C(N)O2 (centres undefined)	-4.3
CCC(OC(=O)c1ccco1)C(=O)NCc1ccco1 (centres undefined)	-11.4
CCCCN1C(=O)C2ON(c3ccccc3)C(c3ccc(OC)cc3)C2C1=O (centres undefined)	5.8
CSc1ccccc1NC(=O)CN(c1cccc(C)c1)S(C)(=O)=O	4.6
Cc1ccc(NC(=O)CCNS(=O)(=O)c2ccc(Br)s2)cc1	1.3
COC(=O)c1ccc(NC(C(=O)OC)C(C)C)c([N+](=O)[O-])c1 (centres undefined)	-6.6
Cc1ccc2nc(-c3ccc(NC(=O)c4ccc(S(=O)(=O)N5CC(C)CC(C)C5)cc4)cc3)sc2c1 (centres undefined)	-1.1
COc1ccc2c(c1)c(=O)oc1c(C)c3occ(C)c3cc12	-14.2&-16.0

Bioassay records as filed in PubChem BioAssay.
